Screening data from PubChem.
Tb PFK block = qHTS Assay to Find Inhibitors of T. brucei phosphofructokinase; T. brucei PFK, ADP-Glo luminescence; AID 485367, 2010; 330,000 tested, 0.17% active; Potency, µM (highest dose often 57.5 µM), for inactives: at the top dose activity, negative = inhibition, most hits filed as inhibitors;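 note: potency is the fitted concentration of half-maximal effect; 0% = uninhibited 1x PFK enzyme wells and -100% = no-enzyme wells; nearly all actives have a fitted effect of over 60% in size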
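ADP-Glo luminescence quantified ADP after 45 min at room temperature, with 1.25 nM T. brucei PFK, 0.1 mM ATP and 0.5 mM fructose-6-phosphate in pH 8.0 TEA buffer. qHTS titrations up to 57 µM; curves classified by quality.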
ELG1 repair inh = qHTS screen for small molecules that inhibit ELG1-dependent DNA repair in human embryonic kidney (HEK293T) cells expressing luciferase-tagged ELG1; HEK293T ELG1-luciferase reporter, luminescence, 16 h; DNA damage induced by 5-fluorouridine; Potency, µM (doses to about 46.1 µM), for inactives: at the highest dose activity change, negative = inhibition, actives largely listed as inhibitors; 330,000 tested, 2.3% active; note: potency is the fitted concentration of half-maximal effect; % is set by controls: 0 for no effect and ±100 for the full control effect; nearly all actives have a fitted effect of over 55% in size
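Reporter activity after DNA damage by 5-fluorouridine is monitored. Compound-treated cells incubate 16 hr at 37 °C, then ONE-Glo is added for 30 min before luminescence reading.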
Rab9 prom act = qHTS Assay for Rab9 Promoter Activators; 320,000 tested, 2.8% active; Huh7 Rab9 promoter-luciferase reporter, luminescence, 24 h; Potency, µM (top dose mostly 9.22 µM), inactives show at the top dose activation, negative = inhibition, actives largely listed as activators; AID 485297, 2010; note: potency is the fitted concentration of half-maximal effect; % of control where 0% means no effect; nearly all actives have a fitted effect of over 60% in size
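Luciferase signal after 10 min detection reagent at ambient indicates Rab9 promoter upregulation; stably transfected Huh7 cells were treated 24 h with compound in DMSO at 37 °C, 5% CO2.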
ELG1 genotox = qHTS screen for small molecules that induce genotoxicity in human embryonic kidney (HEK293T) cells expressing luciferase-tagged ELG1; HEK293T ELG1-luciferase reporter, luminescence, 16 h; Potency, µM (series often up to 46 µM), inactives show top-dose activity change, positive = activation, actives largely listed as activators; 330,000 tested, 1.3% active; AID 504466, 2011; note: potency is the fitted concentration of half-maximal effect; % of control where 0% means no effect; nearly all actives have a fitted effect of over 60% in size
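ELG1-luciferase HEK293T cells, 2,000/well; compound pinned in; 16 hr, 37 °C, 5% CO2; ONE-Glo, 30 min RT; luminescence on CCD imager.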
VP16 counter = VP16 counterscreen qHTS for inhibitors of ROR gamma transcriptional activity | Potency, µM (series often up to 53.6 µM), for inactives: top-dose activity, negative = inhibition, most hits filed as inhibitors | 310,000 tested, 3.5% active | Drosophila S2 Gal4-VP16 UAS-luciferase, luminescence, 20 h;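 note: Gal4-VP16 expression switched on by copper sulfate through the metallothionein promoter; potency is the fitted concentration of half-maximal effect; % is set by controls: 0 for no effect and ±100 for the full control effect; nearly all actives have a fitted effect of over 50% in size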
BRCA1 expr act = qHTS Assay to Identify Small Molecule Activators of BRCA1 Expression; MCF7-BRCA1-FFLuc reporter, luminescence, 48 h; response scale: scaled: vehicle 0%, 10 µM genistein 100%; Potency, µM (highest dose often 46.1 µM), inactives show at the top dose activation, hits mostly activators; 380,000 tested, 1.1% active; note: potency is the fitted concentration of half-maximal effect; nearly all actives have a fitted effect of over 80% in size; some results filed as inactive show a strong effect at the top dose
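Luminescence from a BRCA1-driven firefly luciferase in MCF7 cells was the read-out, taken 15 min after substrate addition following 48 h compound exposure at 37 °C. Data were normalized to a 10 microM genistein control and DMSO vehicle.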
NPC1 prom act = qHTS Assay for NPC1 Promoter Activators; Huh7 NPC1 promoter luciferase reporter, 24 h; Potency, µM (doses to about 9.22 µM), for inactives: top-dose activation, actives largely listed as activators; 320,000 tested, 2.4% active; AID 485313, 2010;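 note: potency is the fitted concentration of half-maximal effect; % of control where 0% means no effect; nearly all actives have a fitted effect of over 60% in size; reporter is driven by a mutant NPC1 promoter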
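Quantitative HTS used a cell-based reporter: Huh7 cells stably bearing the NPC1 promoter upstream of luciferase were treated with compounds for 24 h, and promoter activation was read as luminescence.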
RORg inh = qHTS for inhibitors of ROR gamma transcriptional activity; 310,000 tested, 5.4% active; Potency, µM (series often up to 53.6 µM), without a hit: at the top dose activity change, negative = inhibition, actives largely listed as inhibitors; Drosophila S2 Gal4-RORgamma UAS-luciferase reporter, 20 h; AID 2551, 2010; Nuclear receptor ROR-gamma (Mus musculus), P51450; note: potency is the fitted concentration of half-maximal effect; % is set by controls: 0 for no effect and ±100 for the full control effect; nearly all actives have a fitted effect of over 60% in size
Target sequence (P51450 whole entry, looked up, the tested form may be a part): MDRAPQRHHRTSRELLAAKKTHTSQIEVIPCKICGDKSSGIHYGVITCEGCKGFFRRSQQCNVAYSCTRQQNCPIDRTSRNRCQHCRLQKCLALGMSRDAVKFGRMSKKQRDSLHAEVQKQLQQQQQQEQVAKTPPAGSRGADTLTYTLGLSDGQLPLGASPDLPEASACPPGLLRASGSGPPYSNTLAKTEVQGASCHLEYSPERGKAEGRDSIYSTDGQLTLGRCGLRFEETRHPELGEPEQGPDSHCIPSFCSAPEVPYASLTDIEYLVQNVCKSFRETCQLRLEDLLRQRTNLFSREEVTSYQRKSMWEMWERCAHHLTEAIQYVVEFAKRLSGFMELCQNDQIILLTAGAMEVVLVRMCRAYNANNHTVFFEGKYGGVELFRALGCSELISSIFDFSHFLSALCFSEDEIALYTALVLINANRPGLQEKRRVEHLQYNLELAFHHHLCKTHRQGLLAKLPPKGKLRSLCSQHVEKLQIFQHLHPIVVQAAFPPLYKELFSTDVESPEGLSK
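Read-out: Photinus luciferase luminescence; inhibitors lower reporter signal. Insect Schneider cells with Gal4-ROR gamma fusion under metallothionein promoter, UAS reporter; 700 uM final copper sulfate induction, 20 hr, ambient temperature.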
p53 reactivator = qHTS assay for re-activators of p53 using a Luc reporter; 320,000 tested, 0.063% active; Potency, µM (doses to about 92.2 µM), inactives show at the top dose activity change, positive = activation, actives largely listed as activators; H1299 p53-A138V BP100-luciferase reporter, luminescence, 24 h; note: potency is the fitted concentration of half-maximal effect; % of control where 0% means no effect; nearly all actives have a fitted effect of over 45% in size
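H1299 (p53-null), stable ts p53-A138V + BP100-Luc; 1000 cells/well, Opti-MEM/10% FBS; cpd 4 pt, 1:5; 24 h, 37 deg C, 5% CO2; detection reagent 10 min RT; luminescence.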
FLuc counter = qHTS profiling assay for firefly luciferase inhibitor/activator using purifed enzyme and Km concentrations of substrates (counterscreen for miR-21 project); Luciferin 4-monooxygenase (Photinus pyralis), P08659; purified FLuc, Km substrates, luminescence inhibition; Potency, µM (titrated, usually from 57.5 µM), inactives show top-dose activity change, negative = inhibition, most hits filed as inhibitors; 360,000 tested, 6.9% active;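 note: potency is the fitted concentration of half-maximal effect; plate controls were vehicle for no effect and reference inhibitor for full effect; nearly all actives have a fitted effect of over 55% in size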
Target sequence (P08659 whole entry, looked up): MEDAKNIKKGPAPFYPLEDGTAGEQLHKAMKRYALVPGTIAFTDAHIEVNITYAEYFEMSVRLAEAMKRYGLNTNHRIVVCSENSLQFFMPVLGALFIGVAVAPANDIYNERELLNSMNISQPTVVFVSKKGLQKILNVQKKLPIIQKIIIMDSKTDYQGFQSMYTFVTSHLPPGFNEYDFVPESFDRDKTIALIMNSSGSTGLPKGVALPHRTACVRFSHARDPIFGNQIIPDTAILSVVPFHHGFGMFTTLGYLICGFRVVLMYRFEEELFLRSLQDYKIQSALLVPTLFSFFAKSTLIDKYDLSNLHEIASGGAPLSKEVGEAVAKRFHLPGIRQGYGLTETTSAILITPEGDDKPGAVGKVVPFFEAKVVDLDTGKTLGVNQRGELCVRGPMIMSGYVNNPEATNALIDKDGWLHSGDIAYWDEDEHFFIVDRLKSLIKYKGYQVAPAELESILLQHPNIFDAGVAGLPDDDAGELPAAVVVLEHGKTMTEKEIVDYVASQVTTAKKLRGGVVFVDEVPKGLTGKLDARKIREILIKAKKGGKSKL
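Biochemical qHTS of compounds, final roughly 60 µM downward over six points, against 10 nM purified firefly luciferase using Km concentrations of substrates (10 uM D-luciferin, 10 uM ATP) in Tris acetate pH 7.5 buffer; luminescence output.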
TRPV1 ag = HTS Assay for Compounds that Act as Agonists of the Vanilloid Receptor 1; activation, % at 8.33 µM; TRPV1-expressing cells, Fluo-8 calcium influx, agonist mode; 320,000 tested, 0.19% active; Transient receptor potential cation channel subfamily V member 1 (Homo sapiens), Q8NER1; AID 540275, 2011; in the data active = activation above about 80%; inconclusive = between about 30% and that limit; note: 0% is about no effect
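TRPV1-expressing cells were cultured overnight at 35.5C and loaded with Fluo-8 calcium dye for 40 to 90 min at room temperature. After a 10 s baseline, compound was added and calcium influx was read kinetically for 3 min (ex 480/em 520 nm).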
The depositor's hits bear a star; ? = inconclusive; . = no result given; & = joins results of further samples; [ ] = another dose, or the depositor's remark. Unless noted, calls come from the whole dose curve; as a rule, active = well fitted curve in the direction sought with a large enough effect; inconclusive = small, poorly fitted or top-dose-only effect, or another doubt; inactive = no such curve, though single readings can be large; an effect the other way counts as inactive or inconclusive.

SMILES	Tb PFK block	ELG1 repair inh	Rab9 prom act	ELG1 genotox	VP16 counter	BRCA1 expr act	NPC1 prom act	RORg inh	p53 reactivator	FLuc counter	TRPV1 ag
Nc1cc(N)nc(SCC(=O)NNC(=O)c2ccc(Cl)cc2)n1	-3.1%	-8.2%	8.2%	-3.5%	-7.3%	-8.7%	-1.1%	-0.3%	5.6%	1.1%	-7.0
Cc1cccc(C(=O)N2CCC(c3nc4ccccc4s3)CC2)c1	-2.2%	-3.0%	-3.7%	-5.6%	-1.6%	-29.8%	-4.9%	36.4%	-3.0%	-2.2%	17.1
CCNC(=O)NC(=O)COC(=O)CCCc1nc2ccccc2s1	8.5%	11.2%	-0.4%	3.5%	0.2%	-3.2%	2.2%	-12.5%	-2.6%	-11.9%	-3.8
CC(Oc1ccc(Cl)cc1Cl)c1nc(-c2ccc(NC(=O)c3cccnc3)cc2)no1 (centres undefined)	-6.8%	?	1.9%	-20.1%	?	-66.3%	0.0%	?	-13.6%	1.1%	-14.9
COc1ccc(NC(C)=O)cc1S(=O)(=O)Nc1ccccc1C(=O)N1CCCC1	3.6%	1.5%	-4.5%	5.8%	-9.0%	-4.0%	-4.3%	4.6%	6.3%	-1.2%	2.4
O=C(c1ccc(CN2CCOCC2)cc1)N1CCC(Cc2ccccc2)CC1	-4.0%	-21.7%	8.3%	-6.1%	-2.1%	-28.6%	-1.8%	-14.9%	-8.2%	-0.1%	10.8
C/C(=C/c1oc2ccc(O)cc2c1[N+](=O)[O-])N(C)C	1.7%	?	18.9%	18.3%	1.4%	30.5%	19.3%	0.5%	6.7%	-17.2%	-7.6
Cc1ccc(S(=O)(=O)N2CCN(C(=O)CCOc3ccccc3C)CC2)cc1C	-1.7%	-2.6%	-1.8%	-3.6%	.	-45.4%	-2.7%	.	-2.2%	-0.8%	0.4
COCCCNC(=O)CN1C(=O)CSc2ncccc21	?	4.3%	-3.0%	-9.1%	2.1%	-3.8%	0.0%	-5.0%	1.1%	-2.7%	-2.9
CCOC(=O)N1CCN(S(=O)(=O)c2ccc(C)cc2)C1c1ccc(OC)cc1 (centres undefined)	1.1%	?	7.1%	-1.1%	0.8%	-39.7%	-2.3%	-10.7%	-0.6%	0.9%	1.3

Overlap with the part before: 2 entries, followed by the next part.
SMILES	Tb PFK block	ELG1 repair inh	Rab9 prom act	ELG1 genotox	VP16 counter	BRCA1 expr act	NPC1 prom act	RORg inh	p53 reactivator	FLuc counter	TRPV1 ag
COCCCNC(=O)CN1C(=O)CSc2ncccc21	?	4.3%	-3.0%	-9.1%	2.1%	-3.8%	0.0%	-5.0%	1.1%	-2.7%	-2.9
CCOC(=O)N1CCN(S(=O)(=O)c2ccc(C)cc2)C1c1ccc(OC)cc1 (centres undefined)	1.1%	?	7.1%	-1.1%	0.8%	-39.7%	-2.3%	-10.7%	-0.6%	0.9%	1.3
CCc1ccc(C2C3=C(CC(C)(C)CC3=O)Nc3c2c(=O)[nH]c2nc(C)nn32)cc1 (centres undefined)	3.2%	-2.8%	-3.5%	-0.1%	5.6%	-1.5%	-5.4%	-0.6%	-10.8%	1.8%	1.6
c1csc(-c2nnc(COc3ncnc4sccc34)o2)c1	3.0%	?	-3.6%	1.4%	1.2%	-5.8%	-3.7%	9.2%	6.7%	4.0%	2.4
CC/C(=N\N=C1\SC(C)C(=O)N1Cc1ccco1)c1ccccc1 (centres undefined)	3.5%	2.3%	-4.3%	0.0%	-5.9%	14.0%	0.9%	27.4%	16.7%	-11.8%	6.0
CC(=O)c1ccc(NC(=O)c2ccn[nH]2)cc1	-23.4%	?	3.55µM*	10.3µM*	-17.0%	?	2µM*	?	23.1%	9.53µM*	7.3
CC(=O)OCC(=O)[C@@]1(O)CC[C@H]2[C@@H]3CCC4=CC(=O)CC[C@]4(C)[C@H]3[C@@H](O)C[C@@]21C	0.2%&-8.9%	8.2%&1.2%	-4.3%&-4.0%	?	-11.8%	14.2%&-12.6%	1.2%&-0.2%	34.7%	-4.2%&-2.5%	15.7%&-0.1%	-2.0&-3.9
CSc1ncccc1C(=O)OCC(=O)c1ccccc1Br	-4.2%	-11.2%	-1.6%	9.9%	3.4%	4.8%	1.3%	-32.7%	7.8%	8.49µM*	7.2
CCOC(=O)N1CCN(S(=O)(=O)N2CCCC(C(=O)NCc3ccc(OC)cc3)C2)CC1 (centres undefined)	-3.2%	-12.0%	-5.9%	-1.2%	-5.3%	-0.2%	0.8%	6.9%	7.2%	-1.1%	-2.3
COc1ccc(-c2csc3ncnc(NCCCO)c23)cc1	2.2%	4.61µM*	3.2%	-11.0%	-8.7%	-21.1%	-1.2%	41.3%	-2.9%	-1.2%	9.6
COc1ccccc1NC(=O)C(C)OC(=O)CCSc1ccc(F)cc1 (centres undefined)	5.5%	-7.2%	-10.2%	-1.1%	.	-14.8%	-1.5%	.	2.8%	3.7%	9.0
C=CCSc1ncc(CO)n1Cc1ccccc1	4.3%	-6.7%	-2.6%	-1.6%	-8.0%	-0.1%	-3.1%	-20.5%	2.5%	-1.0%	1.9
COc1ccc(CN2CCNC(=O)C2CC(=O)NCC2CCOCC2)c(F)c1 (centres undefined)	-1.3%	12.9%	2.5%	-0.4%	-8.3%	0.3%	-6.7%	6.1%	11.2%	1.7%	1.9
CCCCCN1CC(=O)N2Cc3[nH]c4ccccc4c3C[C@H]2C1=O	-0.1%	-3.5%	-1.7%	-0.5%	-12.1%	-9.9%	-3.9%	4.5%	-0.7%	-1.5%	13.5
O=c1ccc(-c2nc3ccccc3n2Cc2ccccc2Cl)c[nH]1	0.1%	?	-6.8%	15.9%	8.9%	-5.8%	-1.4%	-29.4%	-4.6%	-0.3%	?
CC1(C)Cc2ccccc2/C(=C/C(=O)N2CCCCCC2)N1	-4.2%	-0.1%	-7.5%	-5.8%	?	-27.4%	6.8%	?	?	-8.7%	0.9
CSCCC(NC(=O)c1ccccc1Cl)C(=O)NCC(c1ccco1)N1CCCCC1 (centres undefined)	0.0%	-3.5%	-4.3%	-2.2%	.	-18.0%	-0.5%	.	8.6%	3.5%	12.0
NC(=O)NCc1ccccc1	-8.1%	10.4%	15.5%	2.6%	-9.3%&-14.6%	-9.9%	6.2%	-1.2%&-6.9%	-1.0%	-0.4%	1.9
COc1ccc(C(=O)OC(C(=O)c2ccc(C)cc2)c2ccccc2)cc1 (centres undefined)	-2.5%	?	14.1%	-1.5%	-0.7%	6.0%	-2.4%	24.6%	-1.4%	0.5%	-3.3
O=C(Nc1ccc(C(F)(F)F)cc1)c1cnc(N2CCN(c3ccccn3)CC2)c2ccccc12	-4.3%	5.17µM*	-13.7%	0.1%	-11.2%	-61.6%	-7.4%	-7.4%	-1.1%	-4.5%	5.0
CCOCCCNC(=S)N1CCC(NC(=O)C2CCCCC2)CC1	1.5%	-0.8%	-2.6%	-5.0%	-4.8%	-3.7%	-5.2%	1.5%	-1.1%	0.0%	2.5
COC(=O)c1cnc[nH]1	-0.9%	-3.2%	-1.2%	5.2%	-0.1%	1.3%	-2.6%	-26.6%	.	-1.9%	3.1
Cc1ccc(NC(=S)NC(=O)C2CCCCC2)c(Br)c1	2.3%	?	.	?	.	?	.	.	?	.	.
O=C(O)c1ccc(Cl)cc1Nc1nc2cc(Cl)ccc2o1	-10.0%	?	10.8%	-15.6%	-8.1%	-39.0%	2.3%	36.8%	-1.8%	?	0.4
CCOC(=O)c1c(N)sc2c(O)c(Br)ccc12	-12.5%	13.1%	-4.5%	11.0%	0.0%	6.1%	-1.8%	20.1%	?	?	3.2
CN(C)/C=C(\C#N)C(=O)N/N=C(\CC(=O)C(F)(F)F)c1ccco1	2.4%	1.2%	-0.5%	-4.7%	-18.8%[10 µM]	-2.7%	-3.8%	4.47µM*	-1.5%	6.7%	-2.0
Cc1ccc(-n2c(C)cc(/C=N/Nc3ccc([N+](=O)[O-])cn3)c2C)cc1	0.4%	?	2.9%	0.9%	-2.1%	59.5%	2.3%	-20.4%	13.5%	-0.4%	-1.4
